NPC1 prom act = qHTS Assay for NPC1 Promoter Activators; Huh7 NPC1 promoter luciferase reporter, 24 h; Potency, µM (titrated, usually from 9.22 µM), for the others: at the highest dose activation, most hits filed as activators; 320,000 compounds, 2.4% hits; AID 485313, 2010;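 also: potency is read from the fitted curve at half-maximal effect; % of control where 0% means no effect; nearly all actives have a fitted effect of over 60% in size; reporter is driven by a mutant NPC1 promoter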
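In 1536-well qHTS, Huh7 cells harboring an NPC1 promoter–luciferase construct received compound for 24 h; activation was quantified by luminescence following luciferase reagent addition.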
FLuc counter = qHTS profiling assay for firefly luciferase inhibitor/activator using purifed enzyme and Km concentrations of substrates (counterscreen for miR-21 project); purified FLuc, Km substrates, luminescence inhibition; Potency, µM (highest dose often 57.5 µM), for the others: at the highest dose activity change, negative = inhibition, hits mostly inhibitors; 360,000 compounds, 6.9% hits; AID 588342, 2011;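 also: potency is read from the fitted curve at half-maximal effect; plate controls were vehicle for no effect and reference inhibitor for full effect; nearly all actives have a fitted effect of over 55% in size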
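Biochemical qHTS of compounds, final roughly 60 µM downward over six points, against 10 nM purified firefly luciferase using Km concentrations of substrates (10 uM D-luciferin, 10 uM ATP) in Tris acetate pH 7.5 buffer; luminescence output.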
BRCA1 expr up = qHTS Assay to Identify Small Molecule Activators of BRCA1 Expression | Potency, µM (series often up to 46.1 µM), without a hit: at the highest dose activation, usual class: activators | MCF7-BRCA1-FFLuc reporter, luminescence, 48 h; response scale: scaled: vehicle 0%, 10 µM genistein 100% | 380,000 compounds, 1.1% hits | AID 624202, 2012; also: potency is read from the fitted curve at half-maximal effect; nearly all actives have a fitted effect of over 80% in size; some results filed as inactive show a strong effect at the top dose
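48 h compound treatment of MCF7-BRCA1-FFLuc cells (phenol-red free MEM, 37 °C), then 15 min with luciferase substrate and luminescence imaging.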
ELG1 DNA repair = qHTS screen for small molecules that inhibit ELG1-dependent DNA repair in human embryonic kidney (HEK293T) cells expressing luciferase-tagged ELG1; Potency, µM (top dose mostly 46.1 µM), inactives show at the highest dose activity change, negative = inhibition, most hits filed as inhibitors; 330,000 compounds, 2.3% hits; HEK293T ELG1-luciferase reporter, luminescence, 16 h; DNA damage induced by 5-fluorouridine; also: potency is read from the fitted curve at half-maximal effect; % is scaled to controls: 0 for no effect and ±100 for the full control effect; nearly all actives have a fitted effect of over 55% in size
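DMSO vehicle served as the neutral condition. Each well held 2,000 cells given 5-fluorouridine plus compound; after 16 hr at 37 °C/5% CO2, ONE-Glo was added and luciferase measured 30 min later.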
RORg inh = qHTS for inhibitors of ROR gamma transcriptional activity | 310,000 compounds, 5.4% hits | Nuclear receptor ROR-gamma (Mus musculus), P51450 | Potency, µM (doses to about 53.6 µM), for inactives: at the highest dose activity change, negative = inhibition, actives largely listed as inhibitors | Drosophila S2 Gal4-RORgamma UAS-luciferase reporter, 20 h | AID 2551, 2010; also: potency is read from the fitted curve at half-maximal effect; % is scaled to controls: 0 for no effect and ±100 for the full control effect; nearly all actives have a fitted effect of over 60% in size
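Stable Schneider cell line, Gal4 DNA-binding domain fused to ROR gamma, UAS-luciferase. Cmpd 1 hr RT → CuSO4 700 uM final → 20 hr RT → luciferase reagent 10 min → luminescence.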
Rab9 promoter act = qHTS Assay for Rab9 Promoter Activators | Huh7 Rab9 promoter-luciferase reporter, luminescence, 24 h | 320,000 compounds, 2.8% hits | Potency, µM (titrated, usually from 9.22 µM), inactives show at the highest dose activation, negative = inhibition, most hits filed as activators; also: potency is read from the fitted curve at half-maximal effect; % of control where 0% means no effect; nearly all actives have a fitted effect of over 60% in size
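Cell-based reporter: Huh7 stable for Rab9 promoter-driven luciferase, plated in reduced-serum medium with 10% FBS at 1500 cells/well, compound-treated 24 h at 37 °C, luminescence read after 10 min reagent.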
p53 reactivation = qHTS assay for re-activators of p53 using a Luc reporter; H1299 p53-A138V BP100-luciferase reporter, luminescence, 24 h; Potency, µM (series often up to 92.2 µM), for the others: at the highest dose activity change, positive = activation, usual class: activators; 320,000 compounds, 0.063% hits; AID 504706, 2011; also: potency is read from the fitted curve at half-maximal effect; % of control where 0% means no effect; nearly all actives have a fitted effect of over 45% in size
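p53-null H1299 cells stably carrying temperature-sensitive p53-A138V and a BP100-luciferase reporter were pinned with compounds (4-point, 1:5 series) and held 24 hrs at 37 deg C. Luminescence was read 10 min after detection reagent.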
TRPV1 agonist = HTS Assay for Compounds that Act as Agonists of the Vanilloid Receptor 1. Transient receptor potential cation channel subfamily V member 1 (Homo sapiens), Q8NER1. TRPV1-expressing cells, Fluo-8 calcium influx, agonist mode. activation, % at 8.33 µM. 320,000 compounds, 0.19% hits. AID 540275, 2011; in the data active = activation above about 80%; inconclusive = between about 30% and that limit; also: 0% is about no effect
Target sequence (Q8NER1 whole entry, looked up): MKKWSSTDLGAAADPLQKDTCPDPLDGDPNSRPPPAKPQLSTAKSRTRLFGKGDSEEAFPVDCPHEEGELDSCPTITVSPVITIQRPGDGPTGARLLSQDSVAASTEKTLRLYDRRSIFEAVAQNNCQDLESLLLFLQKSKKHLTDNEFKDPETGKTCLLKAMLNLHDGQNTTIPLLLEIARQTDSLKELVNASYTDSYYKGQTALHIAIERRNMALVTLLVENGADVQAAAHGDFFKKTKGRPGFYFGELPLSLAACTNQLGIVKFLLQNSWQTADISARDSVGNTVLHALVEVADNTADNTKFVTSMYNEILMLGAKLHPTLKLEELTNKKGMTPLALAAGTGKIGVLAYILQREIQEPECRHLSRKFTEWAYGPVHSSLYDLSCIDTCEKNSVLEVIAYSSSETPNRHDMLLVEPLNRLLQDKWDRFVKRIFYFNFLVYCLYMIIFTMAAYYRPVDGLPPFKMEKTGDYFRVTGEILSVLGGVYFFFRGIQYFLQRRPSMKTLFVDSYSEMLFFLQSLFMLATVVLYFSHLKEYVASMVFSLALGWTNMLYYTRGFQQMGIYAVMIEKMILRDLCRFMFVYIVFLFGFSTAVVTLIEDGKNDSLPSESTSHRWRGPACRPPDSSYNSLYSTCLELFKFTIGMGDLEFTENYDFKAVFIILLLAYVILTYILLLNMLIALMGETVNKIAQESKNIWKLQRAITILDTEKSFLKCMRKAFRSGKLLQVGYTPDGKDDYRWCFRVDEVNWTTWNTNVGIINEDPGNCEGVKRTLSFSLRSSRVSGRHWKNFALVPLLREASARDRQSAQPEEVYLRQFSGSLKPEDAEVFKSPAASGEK
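TRPV1-expressing cells were cultured overnight at 35.5C and loaded with Fluo-8 calcium dye for 40 to 90 min at room temperature. After a 10 s baseline, compound was added and calcium influx was read kinetically for 3 min (ex 480/em 520 nm).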
Gal4-VP16 FLuc = VP16 counterscreen qHTS for inhibitors of ROR gamma transcriptional activity; 310,000 compounds, 3.5% hits; Drosophila S2 Gal4-VP16 UAS-luciferase, luminescence, 20 h; Potency, µM (series often up to 53.6 µM), for the others: at the top dose activity, negative = inhibition, usual class: inhibitors;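 also: Gal4-VP16 expression switched on by copper sulfate through the metallothionein promoter; potency is read from the fitted curve at half-maximal effect; % is scaled to controls: 0 for no effect and ±100 for the full control effect; nearly all actives have a fitted effect of over 50% in size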
ELG1 genotox = qHTS screen for small molecules that induce genotoxicity in human embryonic kidney (HEK293T) cells expressing luciferase-tagged ELG1; 330,000 compounds, 1.3% hits; Potency, µM (highest dose often 46 µM), for inactives: top-dose activity change, positive = activation, hits mostly activators; HEK293T ELG1-luciferase reporter, luminescence, 16 h; also: potency is read from the fitted curve at half-maximal effect; % of control where 0% means no effect; nearly all actives have a fitted effect of over 60% in size
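Cells (2,000/well) expressing the ELG1-luciferase fusion are dosed by pin tool and kept 16 hr at 37 °C, 5% CO2. Signal comes from ONE-Glo luciferase reagent after 30 min at room temperature.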
Tb PFK inh = qHTS Assay to Find Inhibitors of T. brucei phosphofructokinase; ATP-dependent 6-phosphofructokinase (Trypanosoma brucei brucei), O15648; T. brucei PFK, ADP-Glo luminescence; Potency, µM (highest dose often 57.5 µM), for the others: at the top dose activity, negative = inhibition, usual class: inhibitors; 330,000 compounds, 0.17% hits; AID 485367, 2010;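 also: potency is read from the fitted curve at half-maximal effect; 0% = uninhibited 1x PFK enzyme wells and -100% = no-enzyme wells; nearly all actives have a fitted effect of over 60% in size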
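PFK 1.25 nM, F6P 0.5 mM, ATP 0.1 mM, 0.1 M TEA pH 8.0, 5 mM MgCl2, 0.01% Tween20, 0.1% BSA; 45 min RT. ADP-Glo readout. qHTS titration up to 57 uM; curves fitted, compounds curve-classed.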
* marks the source's active call; other numbers are inactive results; ? = inconclusive; / = not tested or not shown; & = joins results of further samples; [ ] = remark or other dose. Unless noted, calls follow the shape of the dose curve; as a rule, active = well fitted curve in the direction sought with a large enough effect; inconclusive = small, poorly fitted or top-dose-only effect, or another doubt; inactive = no such curve, though single readings can be large; an effect the other way counts as inactive or inconclusive.

SMILES	NPC1 prom act	FLuc counter	BRCA1 expr up	ELG1 DNA repair	RORg inh	Rab9 promoter act	p53 reactivation	TRPV1 agonist	Gal4-VP16 FLuc	ELG1 genotox	Tb PFK inh
O=C(O)C1CCCCC1C(=O)OCCCCOC(=O)C1CCCCC1C(=O)O (centres undefined)	-1%	3%	24%	14%	-35%	2%	0%	-3	1%	-1%	3%
O=C(CCN1C(=O)c2ccc([N+](=O)[O-])cc2C1=O)Nc1cccc(O)c1	1%	0%	4%	7%	-27%	-7%	0%	4	0%	-1%	10%
CCOC(=O)Cn1nc(-c2ccc(Cl)cc2)ccc1=O	-3%	-16%	-3%	5%	0%	4%	3%	8	?	2%	6%
CCOc1ccccc1N1CCN(S(=O)(=O)CC)CC1	1%	9%	-5%	-3%	1%	-1%	-3%	2	0%	-1%	0%
CCCc1cc(C(=O)Nc2sc3c(c2C(=O)OCC)CCCC3)no1	-5%	-1%	-2%	11%	-11%	-1%	-4%	-1	-5%	-2%	0%
CC[n+]1c(/C=C2/C=C(C)CC(C)C2)sc2ccccc21 (centres undefined)	-26%	-16%	-26%	?	-15%	-30%[inhibitor]	12%	7	-23%	-4%	-2%
CC(C)(C)OC(=O)CNC(=O)c1[nH]cnc1C(=O)Nc1ccc(CNC(=O)OC(C)(C)C)cc1	-7%	7%	-82%	?	11µM*	-6%	8%	4	?	-5%	15%
CCN1C(=O)c2ccccc2Sc2ccc(C(=O)NCCCN(CC(C)C)CC(C)C)cc21	-2%	0%&-3%	-39%	-23%	-3%	-9%	3%	1	-6%	-4%	-11%
Cc1cc(CNC(=O)Cn2nc(C)c([N+](=O)[O-])c2C)c2ccccc2n1	-3%	-2%	10%	4%	-5%	-2%	5%	2	-5%	1%	2%
Cc1cc(C)cc(C(=O)NCC(=O)OCC(=O)N2CCN(S(=O)(=O)c3ccc4ccccc4c3)CC2)c1	-2%	5%	-8%	12%	2%	1%	-10%	-1	-15%	2%	0%
C#CCOCCOCCOCCNc1nc(N2CCN(C(=O)C(Cc3cc4ccccc4[nH]3)n3cc(C(N)Cc4ccc(O)cc4)nn3)CC2)nc(N2CCN(C(=O)C(Cc3cc4ccccc4[nH]3)n3cc(C(N)Cc4ccc(O)cc4)nn3)CC2)n1 (centres undefined)	-3%	2%	-9%	-12%	2%	-2%	3%	0	?	8%	10%
COc1ccc(CC(=O)N2N=C(C)CC2(O)c2cccnc2)cc1 (centres undefined)	6%	3%	0%	?	-45%	16%	-1%	4	-2%	?	0%
CC(=O)NC(Cc1ccccc1C)C(=O)NC1CCN(C(=O)c2cccc(C)c2)CC1 (centres undefined)	-1%	0%	15%	10%	-14%	1%	6%	0	7%	2%	-2%
COc1ccc(C2=Nn3c(nnc3-c3ccccc3OC)SC2)cc1OC1CCOC1 (centres undefined)	/	/	-83%	-27%	/	/	-2%	/	/	1%	3%
COc1ccccc1N1CCN(C(=O)Cn2cnc3c2c(=O)n(C)c(=O)n3C)CC1	-2%	1%	4%	?	25%	3%	1%	/	?	-6%	-21%
CSCC[C@H](NC(=O)c1cccc(S(=O)(=O)N2CCCCC2)c1)c1nc2ccccc2[nH]1	/	/	-42%	?	/	/	-1%	/	/	-2%	0%
O=c1[nH]c2ccc(NC(=S)Nc3ccccc3)cc2[nH]1	0%	3%	1%	3%	-14%	-3%	6%	0	3%	5%	0%
O=C(CSc1nc2ccccc2c(=O)n1NC(=O)Cc1ccccc1)NCc1ccco1	1%	-14%	1%	-8%	44%	-1%	1%	10	-2%	-2%	16%
C=CCN=C1N[C@@H](c2ccccc2)C(C(=O)OC)=C(C)N1CCOC	-2%&-2%	7%&1%	-7%	-21%	0%&-28%	1%&-1%	10%	2&0	-4%&2%	-2%	2%&-4%
COCCNC(=O)C(=O)NNS(=O)(=O)c1ccc2ccccc2c1	-3%	-11%	0%	0%	0%	-12%	4%	-1	3%	0%	-2%

Next part, overlapping the part above by three compounds.
SMILES	NPC1 prom act	FLuc counter	BRCA1 expr up	ELG1 DNA repair	RORg inh	Rab9 promoter act	p53 reactivation	TRPV1 agonist	Gal4-VP16 FLuc	ELG1 genotox	Tb PFK inh
O=C(CSc1nc2ccccc2c(=O)n1NC(=O)Cc1ccccc1)NCc1ccco1	1%	-14%	1%	-8%	44%	-1%	1%	10	-2%	-2%	16%
C=CCN=C1N[C@@H](c2ccccc2)C(C(=O)OC)=C(C)N1CCOC	-2%&-2%	7%&1%	-7%	-21%	0%&-28%	1%&-1%	10%	2&0	-4%&2%	-2%	2%&-4%
COCCNC(=O)C(=O)NNS(=O)(=O)c1ccc2ccccc2c1	-3%	-11%	0%	0%	0%	-12%	4%	-1	3%	0%	-2%
COc1ccc(/C=C(/CC(=O)Nc2ccc(C)cc2)c2nc3ccccc3s2)cc1	8%	?	3%	?	34%	4%	15%	?	?	8%	-2%
Cc1ccc(CNC(=O)CCC2CCCN(Cc3ccc4cccc(F)c4n3)C2)o1 (centres undefined)	0%	7%	9%	4%	-22%	-5%	4%	0	1%	1%	0%
CCCCC(CC)CNC(=O)Cn1c(=O)[nH]c2ccsc2c1=O (centres undefined)	-1%	-12%	23%	12%	33%	1%	2%	5	4%	5%	2%
O=C(Nc1nccs1)c1ccc(-c2ccccc2Cl)o1	2.5µM*	2.4µM*	95%	?	?	2.5µM*	31%	?	6%[0.365 µM]	4.1µM*	-8%
Cc1ccccc1-c1nnc(SCC(=O)Nc2ccc3c(c2)OCCO3)n1N	0%	-6%	-2%	-12%	-14%	-3%	1%	3	4%	3%	3%
CCOC(=O)c1cnc2ccc(Br)cc2c1NCCO	/	3%	-20%	/	11%	/	/	0	-1%	/	/
O=[N+]([O-])c1ccc(NNC(=S)Nc2ccccc2)cc1	?	?	-32%	?	?	25%	24%	-5	?	?	-27%
CC(C)CC(NC(=O)C1CCC(C)CC1)C(=O)NCCN1CCOCC1 (centres undefined)	0%	1%	-13%	3%	13%	0%	7%	-1	0%	1%	0%
CSc1nc2ccc3nc(NC(=O)c4ccc(C)cc4)sc3c2s1	3%	-2%	0%	11%	-15%	-1%	10%	1	-6%	-6%	1%
CCSc1nnc(NC(=O)[C@H](C)NC(=O)c2ccccc2Cl)s1	0%	-12%	-1%	-9%	?	-1%	-2%	2	10%	-2%	5%
CC(=O)c1ccc(Nc2nc(=O)c3cccnc3s2)cc1	/	-10%	47%	/	-22%	/	/	-4	30%	/	/

3 structures out of the list, ordered by molecular weight, largest number first.
SMILES	NPC1 prom act	FLuc counter	BRCA1 expr up	ELG1 DNA repair	RORg inh	Rab9 promoter act	p53 reactivation	TRPV1 agonist	Gal4-VP16 FLuc	ELG1 genotox	Tb PFK inh
COc1ccc(/C=C(/CC(=O)Nc2ccc(C)cc2)c2nc3ccccc3s2)cc1	8%	?	3%	?	34%	4%	15%	?	?	8%	-2%
Cc1ccc(CNC(=O)CCC2CCCN(Cc3ccc4cccc(F)c4n3)C2)o1 (centres undefined)	0%	7%	9%	4%	-22%	-5%	4%	0	1%	1%	0%
CSc1nc2ccc3nc(NC(=O)c4ccc(C)cc4)sc3c2s1	3%	-2%	0%	11%	-15%	-1%	10%	1	-6%	-6%	1%
